Compound activity (PubChem BioAssay)
PLC-beta3 inh = inhibitors of human phospholipase C beta3. Purified PLC-beta3, fluorogenic substrate, fluorescence. AID 720704. inhibition, % at 12.2 µM. Q01970. 370,000 compounds, 0.18% hits; in the data active = inhibition above about 11%;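 also: 0% = median of compound wells on plate and 100% = full blocker control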
ASAP1 GAP inh = ASAP1 ArfGAP inhibition; Q9ULH1; ASAP1-stimulated ARF1 GTP hydrolysis, GDP FP detection; inhibition, % at 16.5 µM; 360,000 compounds, 0.19% hits; in the data active = inhibition above about 25%;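 also: 0% = vehicle with enzyme and substrate and 100% = no enzyme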
Tn7 DDE FP = DD(E)-Tn7 binding inhibition, primary FP screen; 370,000 compounds, 0.13% hits; P02675; inhibition, % at 8.3 µM; FP displacement of FITC-Tn7 peptide from fibrin DD(E); 0% = median of compound wells per plate;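 active = inhibition above the mean of compounds falling within the control limits plus 3 SD of them, cut at about 14% in these data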;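 also: 0% = plate median of compound wells and 100% = 10 µM Aha-Tn7 peptide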
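Assay system: Fibrin-DD(E) protein isolated from polymerized human fibrin clots; read-out basis: percent inhibition; medium: Tris/NaCl/CaCl2 buffer, pH 7.8; signal: FP measurement; incubation: 10 min plus 3 h, room temperature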
DDE Tn6 FP inh = disrupts Tn6 cyclic peptide binding to fibrin D-Dimer-E complex | P02675 | Fibrin DD(E) TRITC-Tn6 fluorescence polarization displacement | inhibition, % at 8.3 µM | 370,000 compounds, 0.21% hits | AID 720509;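 active = inhibition above a per-campaign cutoff: mean of compounds within control limits plus 3 SD, cut at about 15% in these data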;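 also: 0% = median of all compound wells on the plate and 100% = blocking peptide control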
UHRF1 MBD2 ctr = blocks human UHRF1 binding to methylated DNA; Q96T88; UHRF1 binding to methylated oligo, TR-FRET; inhibition, % at 4.4 µM; 370,000 compounds, 0.75% hits; AID 687016; in the data active = inhibition above about 21%;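 also: UHRF1 SRA domain binding a hemimethylated CpG hairpin DNA probe; 0% = median of test compound wells and 100% = reference inhibitor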
Target sequence (Q96T88 whole entry, looked up, the tested form may be a part): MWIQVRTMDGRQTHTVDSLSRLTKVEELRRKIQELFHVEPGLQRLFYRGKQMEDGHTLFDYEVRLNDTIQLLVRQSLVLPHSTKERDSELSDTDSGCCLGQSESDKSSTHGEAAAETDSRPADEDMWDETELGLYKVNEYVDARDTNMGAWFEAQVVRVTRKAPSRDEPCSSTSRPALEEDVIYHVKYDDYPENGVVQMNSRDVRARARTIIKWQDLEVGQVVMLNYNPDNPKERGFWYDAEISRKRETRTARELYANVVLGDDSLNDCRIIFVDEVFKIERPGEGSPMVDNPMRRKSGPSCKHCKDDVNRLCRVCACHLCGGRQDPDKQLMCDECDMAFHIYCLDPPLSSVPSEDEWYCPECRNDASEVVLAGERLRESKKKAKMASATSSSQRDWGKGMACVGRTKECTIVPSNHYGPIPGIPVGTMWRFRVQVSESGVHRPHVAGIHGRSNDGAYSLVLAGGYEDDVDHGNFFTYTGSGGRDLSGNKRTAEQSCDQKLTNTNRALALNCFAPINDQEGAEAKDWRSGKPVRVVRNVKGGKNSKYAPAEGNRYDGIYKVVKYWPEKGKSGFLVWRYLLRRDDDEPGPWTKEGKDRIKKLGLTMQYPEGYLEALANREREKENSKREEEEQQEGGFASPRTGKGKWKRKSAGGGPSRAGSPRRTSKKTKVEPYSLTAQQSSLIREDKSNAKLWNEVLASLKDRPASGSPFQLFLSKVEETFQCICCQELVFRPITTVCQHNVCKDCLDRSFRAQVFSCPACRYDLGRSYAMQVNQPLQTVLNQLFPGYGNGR
ARFGAP1 inh = inhibitors of rat ARFGAP1. AID 651572. Arfgap1-stimulated ARF1 GTP hydrolysis, GDP FP detection. inhibition, % at 16.5 µM. Q62848. 360,000 compounds, 0.26% hits;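 active = inhibition above a per-plate limit, mean inhibition of low control wells plus 3 SD, cut at about 25% in these data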;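 also: 0% = DMSO wells with enzyme and 100% = wells lacking Arfgap1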
Target sequence (Q62848 1-136 limits assumed): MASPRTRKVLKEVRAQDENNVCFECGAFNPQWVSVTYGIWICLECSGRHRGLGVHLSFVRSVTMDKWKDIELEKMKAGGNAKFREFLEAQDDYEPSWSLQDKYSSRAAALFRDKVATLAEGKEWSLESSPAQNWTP
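Assay system: purified rat His6-Arfgap1 residues 1-136 (GAP domain); Reagent: human Δ17 ARF1 bound to GTP; Dosing: 16.5 µM single point, 1.26% DMSO; Times: GTP hydrolysis reaction 2 h at 25 °C; Signal: FP, GDP Alexa 633 tracer displaced from anti-GDP antibody, 620/688 nm; Measure: % inhibition from polarization.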
NR1D1 modulator = modulators of human Rev-erb alpha DNA binding. P20393. Rev-erbα–FITC-DNA binding, fluorescence polarization, 90 min. 370,000 compounds, 0.79% hits. activity, % at 10 µM. AID 1259318;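 active = activity above about 14%, limit read from the data; passing the limit was not always enough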;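 also: 0% = DMSO wells with 35 nM protein and 100% = DMSO wells with 750 nM protein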
PLC-gamma1 inh = blocks human PLC-gamma1 enzyme activity; inhibition, % at 12.2 µM; P19174; purified PLC-gamma1, fluorogenic substrate, fluorescence; 370,000 compounds, 0.84% hits; in the data active = inhibition above about 9.5%
KLK7 zymogen act = activates the human kallikrein-7 zymogen. activation, % at 7 µM. 370,000 compounds, 0.9% hits. purified proKLK7, EDANS-DABCYL substrate fluorescence; 100% is mature enzyme control, 0% vehicle;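 active = activation above the mean of all tested compounds plus 3 SD, computed per campaign excluding outliers beyond control limits, cut at about 13% in these data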
sPLA2-III inh = Inhibits HGIII-sPLA2 liposome hydrolysis, primary screen | QFRET BODIPY PC-A2 liposome hydrolysis, fluorescence | inhibition, % at 12.2 µM | 370,000 compounds, 0.56% hits;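 active = inhibition above mean plus 3 SD of compounds lying within the high and low control bounds, cut at about 19% in these data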;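 also: 0% = median of test compound wells and 100% = no enzyme DMSO wells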
An asterisk follows results filed as active; nt = not tested or not shown. Compounds were not picked by outcome. Share with any hit: about 4.5%.

SMILES	PLC-beta3 inh	ASAP1 GAP inh	Tn7 DDE FP	DDE Tn6 FP inh	UHRF1 MBD2 ctr	ARFGAP1 inh	NR1D1 modulator	PLC-gamma1 inh	KLK7 zymogen act	sPLA2-III inh
COCCN=c1scc(-c2cccs2)n1/N=C(\C)c1ccco1	-6	12	0	-2	0	-6	7	-1	0.0	-2
CCOc1cc(/C=C/C(=O)Nc2ccc(C(=O)NCCN(CC)CC)cc2)ccc1OCC(C)C	-168	22	-4	-6	1	28*	0	-104	-20	-17
CCN(Cc1ccccc1)C(=O)c1cccnc1	-4	-11	0	-8	0	-1	-1	2	0.0	3
Cc1cc(=O)oc2c(C)c(OCC(=O)NCCCN3CCOCC3)ccc12	-17	-1	3	1	-2	7	1	-8	-1.2	-2
COc1ccc(S(=O)(=O)N2CCCCC2)cc1Br	1	2	2	2	7	-10	8	3	0.3	-6
C/C(=N/OC(=O)c1ccc(C)cc1)c1ccc(N2C(=O)C3CCCCC3C2=O)cc1 (stereo unspecified)	0	8	8	5	-2	-2	-6	0	0.6	-5
NC(=O)CC(NC(=O)Cc1ccc(Cl)cc1)c1ccc(NC2CCCC2)c([N+](=O)[O-])c1 (stereo unspecified)	0	-12	14*	-4	3	-1	5	0	0.2	4
COc1ccc(NC(=O)/C=C/c2ccc3c(c2)OCO3)cc1	4	1	-3	-6	-7	-4	7	6	0.3	-4
Nc1nc(CN2CCN(Cc3ccccc3)CC2)nc(N2CCCc3ccccc32)n1	-1	3	0	7	12	4	0	-1	0.0	-2
O=C1C(Cc2ccc(O)cc2)NC(=S)N1c1ccccc1 (stereo unspecified)	1	1	3	6	-1	-10	-5	-2	-0.2	-39
Fc1ccccc1OCCCCCN1CCCC1	-1	3	4	5	1	-5	5	-1	-0.3	0
CC1CCCN(CCCNC(=O)C2CCCN(c3ncnc4c3nc3n4CCCCC3)C2)C1 (stereo unspecified)	-9	-5	2	-1	3	-2	-3	1	-0.5	12
Cc1nc(N(CCO)C2CCCCC2)c2nnn(Cc3ccccc3)c2n1	-8	-1	-4	0	0	1	1	2	-0.7	-10
Cc1cccc(N2C(=O)c3ccccc3C2=O)n1	-4	-2	5	-3	0	-1	0	0	-0.2	9
O=C(NN1C(=O)C2C3c4ccccc4C(c4ccccc43)C2C1=O)c1ccc(Cl)cc1 (stereo unspecified)	0	-3	3	4	1	7	-1	-2	-0.3	3
CCNC(=S)Nc1sc2c(c1C#N)CCC(C)C2 (stereo unspecified)	3	0	2	2	1	7	-4	5	0.5	0
CC(C)NC(=O)c1ccc2sc([C@H]3C[C@H](O)[C@@H](CO)O3)nc2c1	-4	1	3	2	3	5	-3	4	0.1	11
COc1ccccc1/C=C/C=N/n1c(-c2cc(-c3ccccc3)n[nH]2)n[nH]c1=S	-27	4	3	7	1	17	2	-20	-3.4	21*
CC1(Oc2ccccc2)CCN(Cc2csc3ccccc23)C1 (stereo unspecified)	0	7	-2	0	-4	-6	5	2	-0.5	-1
O=C(O)c1ccc(Cl)c(S(=O)(=O)Nc2ccc(S(=O)(=O)Nc3cccc(Cl)c3)cc2)c1	-13	-1	-4	-9	-3	4	-1	3	-0.1	-41
Cc1ccc(C)c(N2CCN(c3cnn(-c4nc5ccccc5s4)c(=O)c3Cl)CC2)c1	-1	9	-5	3	-2	-5	10	-1	-0.3	0
Cc1onc(-c2ccccc2)c1C(=O)Nc1ccc(S(=O)(=O)Nc2nccs2)cc1	-3	-4	6	-3	1	3	-4	3	1.0	-38
CC(=O)c1ccc(N2CCN(c3ccc(S(=O)(=O)NCCCN(C)C)cc3[N+](=O)[O-])CC2)cc1	-4	11	-3	-1	-8	3	10	1	0.2	-21
CC1CCCCN1CCNC(=O)c1ccc2c(=O)n(Cc3ccc(Cl)cc3)c(=S)[nH]c2c1 (stereo unspecified)	-16	4	-7	-5	-1	-2	3	0	-0.7	11

In the list so far, these contain an NH in an aromatic ring:
SMILES	PLC-beta3 inh	ASAP1 GAP inh	Tn7 DDE FP	DDE Tn6 FP inh	UHRF1 MBD2 ctr	ARFGAP1 inh	NR1D1 modulator	PLC-gamma1 inh	KLK7 zymogen act	sPLA2-III inh
COc1ccccc1/C=C/C=N/n1c(-c2cc(-c3ccccc3)n[nH]2)n[nH]c1=S	-27	4	3	7	1	17	2	-20	-3.4	21*
CC1CCCCN1CCNC(=O)c1ccc2c(=O)n(Cc3ccc(Cl)cc3)c(=S)[nH]c2c1 (stereo unspecified)	-16	4	-7	-5	-1	-2	3	0	-0.7	11

Continuation.
SMILES	PLC-beta3 inh	ASAP1 GAP inh	Tn7 DDE FP	DDE Tn6 FP inh	UHRF1 MBD2 ctr	ARFGAP1 inh	NR1D1 modulator	PLC-gamma1 inh	KLK7 zymogen act	sPLA2-III inh
COc1cccc(CNC(=O)C2CCCN(S(=O)(=O)N3CC(C)CC(C)C3)C2)c1 (stereo unspecified)	-2	8	-5	-3	2	2	-4	0	0.6	-5
Cc1ccc(C(=O)Nc2nc(=O)n(C(=O)c3ccccc3Cl)s2)cc1	0	-1	2	8	-3	-5	1	1	-0.8	-13
Cc1cc2c(=Cc3ccc(N(C)C)cc3)c3ccccc3n2[n+]1C	-3	-5	-6	-17	47*	14	7	-1	0.3	18
CCc1ccc(NC(=O)C(C)OC(=O)c2ccc(NS(=O)(=O)c3ccc(C)c([N+](=O)[O-])c3)cc2)cc1 (stereo unspecified)	3	6	2	1	-4	-2	6	4	-0.3	-110
COc1ccc(CC(=O)N(CC2CCCO2)c2nc3ccccc3s2)cc1 (stereo unspecified)	-2	-3	1	3	4	4	1	-2	-0.5	11
Cc1ccc(OCC(O)CN2C(=O)NC(C)(C)C2=O)cc1C (stereo unspecified)	-2	10	6	1	0	-5	-6	-1	0.0	10
O=C(NNC(=O)c1cccs1)c1ccc(Cl)c([N+](=O)[O-])c1	0	-4	8	4	5	-3	0	-4	-0.2	0
COc1ccc(CNS(=O)(=O)NCc2ccccc2)cc1	3	2	-1	0	7	-2	-4	1	-1.4	2
Cc1cc(NS(=O)(=O)c2ccc(NC(=O)CSc3nnc(-c4ccncc4)n3Cc3ccco3)cc2)nc(C)n1	-12	nt	2	-3	7	nt	3	-4	-0.4	1
CCCOC(=O)CCCC[C@H]1SC[C@@H](NC(=O)OC)[C@H]1NC(=O)OC	5	4	0	2	3	3	-5	6	-0.3	5
Cc1cccc(C(=O)Nc2ccc(C(=O)c3ccncc3)cc2)c1	0	7	-3	-4	1	17	-5	0	-0.1	-14
CCC(=O)Nc1c(-c2ccccc2)c(=O)c2ccccc2n1C	-18	-16	5	-3	0	-7	0	-7	-0.1	3
CC(C)(C)n1nnnc1C(c1ccccn1)N(Cc1ccccc1)Cc1ccc(Cl)cc1 (stereo unspecified)	3	-8	-4	1	1	4	3	2	0.5	-7
CSCCC(NC(=O)COc1ccccc1)C(=O)N(C)Cc1ccc(Cl)cc1Cl (stereo unspecified)	-1	-2	0	-1	7	3	-4	-1	0.2	-7
CCOC(=O)C1=CCN(S(=O)(=O)c2ccc(Br)cc2)C1c1ccccc1 (stereo unspecified)	1	1	4	3	1	-1	-9	1	0.5	-1
CCOC(=O)c1ccccc1NC(=O)Cn1cnc2c(nnn2-c2ccc(C)cc2)c1=O	1	-10	8	10	-1	1	4	-2	-0.6	-5
Cc1ccccc1NC(=S)NC(C)CCc1ccccc1 (stereo unspecified)	2	6	-11	5	0	6	1	-3	-0.2	14
Cc1ccccc1NC(=O)CNc1ccccc1N1CCCCC1	1	2	6	6	-1	2	1	3	0.6	0
Cc1cccc(N(C(=O)c2snc(C(N)=O)c2N)C(C(=O)NCC2CCCO2)c2ccc(N(C)C)cc2)c1 (stereo unspecified)	-6	-6	4	-4	1	2	46*	-1	-1.0	6
COCCn1c(=O)[nH]c2cc(C(=O)N3CCN(c4cc(C)ccc4C)CC3)ccc2c1=O	-8	8	-6	4	-2	0	0	1	-0.6	-6
COCCCNC(=O)CCn1c(=O)c2ccccc2n(CC(=O)Nc2c(C)cccc2C)c1=O	-1	3	-3	4	1	-11	1	0	1.1	5
Cc1cc(C)n(-c2ccc(OCC(=O)O)nn2)n1	0	18	-1	0	-2	4	-2	-1	-0.3	-1
O=S(=O)(c1ccc(F)cc1)n1ccc(-c2cccc(OCc3ccc(Cl)cc3Cl)c2)n1	-1	4	0	-2	4	8	-6	1	0.4	5
CCc1ccc(OC)c(S(=O)(=O)Nc2ccccc2C)c1	-1	-12	0	2	0	12	7	2	0.4	4
Cc1onc(-c2ccccc2Cl)c1C(=O)NC1CCS(=O)(=O)C1 (stereo unspecified)	0	2	4	4	0	3	nt	-2	-0.1	0
CN(Cc1ccccc1)c1nc2c(c(=O)n(C)c(=O)n2C)n1CCSc1ncccn1	2	5	-2	3	2	-7	-3	3	0.1	7
O=C(COc1ccc2c3c(c(=O)oc2c1)CCCC3)N1C[C@H]2C[C@@H](C1)c1cccc(=O)n1C2	-3	11	-3	7	-2	-5	2	-3	-0.2	4

Structural class: those above with an aryl methoxy group
SMILES	PLC-beta3 inh	ASAP1 GAP inh	Tn7 DDE FP	DDE Tn6 FP inh	UHRF1 MBD2 ctr	ARFGAP1 inh	NR1D1 modulator	PLC-gamma1 inh	KLK7 zymogen act	sPLA2-III inh
COc1ccc(S(=O)(=O)N2CCCCC2)cc1Br	1	2	2	2	7	-10	8	3	0.3	-6
COc1ccc(NC(=O)/C=C/c2ccc3c(c2)OCO3)cc1	4	1	-3	-6	-7	-4	7	6	0.3	-4
COc1ccccc1/C=C/C=N/n1c(-c2cc(-c3ccccc3)n[nH]2)n[nH]c1=S	-27	4	3	7	1	17	2	-20	-3.4	21*
COc1cccc(CNC(=O)C2CCCN(S(=O)(=O)N3CC(C)CC(C)C3)C2)c1 (stereo unspecified)	-2	8	-5	-3	2	2	-4	0	0.6	-5
COc1ccc(CC(=O)N(CC2CCCO2)c2nc3ccccc3s2)cc1 (stereo unspecified)	-2	-3	1	3	4	4	1	-2	-0.5	11
COc1ccc(CNS(=O)(=O)NCc2ccccc2)cc1	3	2	-1	0	7	-2	-4	1	-1.4	2
CCc1ccc(OC)c(S(=O)(=O)Nc2ccccc2C)c1	-1	-12	0	2	0	12	7	2	0.4	4
